# CAL PDZ FP-1 = inhibitors of human CAL PDZ peptide binding | inhibition, % at 20 µM | AID 504414 | purified CAL PDZ, TMR-peptide fluorescence polarization, 1 h | 0.02% of 330,000 active | Q9HD26;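 active means highest replicate inhibition of at least 40%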;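 further: plate controls were DMSO neutral control wells for no effect and unlabeled competitor peptide control wells for full effect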
#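 Material: tagged CAL PDZ protein CerCALP, purified; buffer or medium: sodium phosphate/NaCl buffer pH 7.4 with TCEP, IgG, Thesit; also added: fluorescent TMR peptide probe; schedule: 1 h incubation at room temperature before polarization reading; technique: fluorescence polarization from S- and P-plane intensities, G-factor corrected; control set: unlabelled peptide and DMSO controls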
# AddAB inh = less growth of phage-infected E. coli with AddAB. E. coli expressing H. pylori AddAB, absorbance growth. inhibition, % at 11.9 µM. 0.29% of 330,000 active; in the data active means inhibition above about 12%;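 further: 0% = vehicle wells of infected cells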
# phage Ecoli inh = E. coli growth loss with phage present; 0.26% of 360,000 active; AID 651602; inhibition, % at 11.9 µM; growth absorbance; in the data active means inhibition above about 11%
# Ecoli viability = bacterial growth inhibition, counter-screen for AddAB inhibitors | E. coli V3065 growth, OD600 absorbance, 18 h | inhibition, % at 11.9 µM | 0.27% of 330,000 active;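 active means inhibition above the campaign's mean inhibition across all tested compounds plus 3 SD, cut at about 9.9% in these data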;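 further: uninfected addAB+ strain grown without phage in ampicillin broth; 0% = DMSO wells and 100% = ciprofloxacin 0.95 µg/ml wells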
# Wnt act = Wnt/beta-catenin pathway activation | AID 743398 | activation, % at 9.35 µM | 1.2% of 300,000 active | Wnt/beta-catenin reporter cell assay, activator, plate reader; in the data active means activation above about 30%, passing the limit was not always enough;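 further: 0% = neutral control wells and 100% = positive control wells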
# SR-BI HDL uptake = inhibitors of mouse SR-BI mediated HDL lipid uptake | ldlA[mSR-BI] CHO cells, DiI-HDL uptake fluorescence, 3 h | inhibition, % at 12.5 µM | 0.96% of 320,000 active | AID 488896;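 active means mean replicate inhibition of at least 70% and a set share of replicates each scoring 70 or more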;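 further: 0% = median of neutral control wells and 100% = median of positive control wells; values of inactives mirror those of a sister screen read the other way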
# Target sequence (Q61009 whole entry, looked up): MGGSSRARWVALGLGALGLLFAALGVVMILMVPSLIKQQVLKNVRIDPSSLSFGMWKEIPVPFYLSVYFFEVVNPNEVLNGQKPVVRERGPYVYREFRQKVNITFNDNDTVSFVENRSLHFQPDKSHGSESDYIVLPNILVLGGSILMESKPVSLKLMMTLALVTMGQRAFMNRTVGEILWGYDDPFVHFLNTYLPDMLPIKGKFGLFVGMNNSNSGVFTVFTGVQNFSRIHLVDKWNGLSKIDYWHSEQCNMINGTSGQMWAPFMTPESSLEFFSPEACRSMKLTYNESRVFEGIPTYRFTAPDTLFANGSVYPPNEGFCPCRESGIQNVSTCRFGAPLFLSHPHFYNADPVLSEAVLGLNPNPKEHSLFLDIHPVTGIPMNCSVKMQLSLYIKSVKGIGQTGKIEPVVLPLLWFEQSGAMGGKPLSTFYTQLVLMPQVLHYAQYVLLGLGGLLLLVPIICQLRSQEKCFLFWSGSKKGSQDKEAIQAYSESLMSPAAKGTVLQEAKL
# SR-BI DiI-HDL act = enhances SR-BI lipid uptake from DiI-HDL; CHO ldlA[mSR-BI] cells, DiI-HDL uptake fluorescence, 3 h; 100 = double the neutral-control signal; activation, % at 12.5 µM; 0.096% of 320,000 active; AID 504775;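 active means mean replicate activation of at least 60% and every replicate at or above 60%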;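 further: 0% = median plate neutral-control signal and 100% = twice that signal; values of inactives mirror those of a sister screen read the other way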
#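 Test system: SR-BI-overexpressing, LDLR-lacking CHO cells. Measured by: DiI fluorescence, bottom read. Medium: Ham's F12 with 0.5% BSA, HEPES 25 mM, pH 7.4. Timing: 3 h uptake period with compound, 37 °C.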
# CAL PDZ FP-2 = blocks peptide binding to the human CAL PDZ domain. purified CAL PDZ, TMR-peptide fluorescence polarization, 1 h. inhibition, % at 24.9 µM. 0.92% of 300,000 active. AID 602252;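 active means mean inhibition of at least 30% with at least half of replicates also reaching 30%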;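 further: 0% = DMSO neutral control and 100% = excess unlabeled competitor peptide PRC23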
# Tat transport = inhibitors of E. coli Tat protein transport. inhibition, % at 10 µM. E. coli MC4100 TorA-mCherry Tat export, fluorescence. 0.036% of 340,000 active;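 active means mean replicate inhibition at least 50% and at least half of replicates individually reaching 50%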;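 further: exported cargo escapes ClpAP degradation while cytoplasmic cargo is degraded and loses fluorescence; 0% = median of neutral control wells and 100% = median of NaSCN control wells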
# MITF TRPM1 HTS = increases MITF-driven TRPM1 promoter luciferase signal. SK-MEL-5 TRPM1-promoter luciferase, 24 h; % of positive control, neutral wells = 0. 0.75% of 300,000 active. activation, % at 12.5 µM;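 active means mean activation of at least 80% with every replicate also reaching 80%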;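 further: 0% = neutral control wells and 100% = parthenolide positive control wells; values of inactives mirror those of a sister screen read the other way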
# The depositor's hits bear a star; . = no result given.
nr	Compound	CAL PDZ FP-1	AddAB inh	phage Ecoli inh	Ecoli viability	Wnt act	SR-BI HDL uptake	SR-BI DiI-HDL act	CAL PDZ FP-2	Tat transport	MITF TRPM1 HTS
1	CCC1CCC2(CC1)SCC(=O)N2c1ccccc1 (stereo not drawn)	.	1.5	1.5	0.6	-3.0	.	.	.	.	.
2	COc1ccccc1CNC(=O)c1ccc(N2CCOCC2)c([N+](=O)[O-])c1	-3.7	0.9	2.0	0.7	-0.9	44.4	-44.4	-4.4	-2.5	-2.0
3	CCC(C)NC(=O)CC(NS(=O)(=O)c1ccc(Cl)cc1)c1ccco1 (stereo not drawn)	-1.6	0.0	2.5	-3.4	-0.2	.	.	-0.4	-4.2	3.1
4	CCOc1ccccc1NC(=O)C(CC)Sc1nc2ccncc2[nH]1 (stereo not drawn)	-2.2	2.6	1.3	1.3	-1.4	-8.7	8.7	-3.4	2.6	-8.6
5	Cc1ccccc1-c1nc(C(=O)NCC2CCCO2)cc2c1[nH]c1ccccc12 (stereo not drawn)	-5.9	2.4	5.5	0.2	-0.1	56.9	-56.9	-4.9	7.4	-2.7
6	CC(NC(=O)c1ccccc1NC(=O)CSc1nnnn1C)c1ccccc1 (stereo not drawn)	-1.1	2.5	2.5	0.0	-2.2	-6.1	6.1	-0.7	0.9	6.0
7	COc1ccc(C)cc1NC(=O)C(c1ccccc1)N1CCNC(=O)C1 (stereo not drawn)	-0.5	2.0	.	1.9	.	-6.8	6.8	1.7	8.3	-15.4
8	CN(C)C(=O)COc1ccc2c3c(c(=O)oc2c1)CCCC3	-0.4	0.9	0.9	-1.3	-0.8	-17.6	17.6	-3.1	8.0	.
9	CCOC(=O)C1CCN(Cc2nnc(-c3ccccc3C)o2)CC1	0.8	-0.4	2.0	-0.7	0.1	-5.9	5.9	-3.1	5.1	-4.8
10	Brc1ccc(CN2CCCCCC2)cc1	2.7	4.8	2.5	0.8	-1.4	.	.	-1.7	-2.7	.
11	O=C1N/C(=C/c2cccn2-c2ccc(F)cc2)C(=O)N1Cc1ccccc1F	0.5	-2.0	2.0	-2.1	.	12.0	-12.0	0.1	-1.3	-8.4
12	Cc1noc(C)c1S(=O)(=O)Nc1ccc(C(=O)NC2CCCCC2C)cc1 (stereo not drawn)	.	0.8	1.0	1.1	-0.9	-12.6	12.6	-3.0	-3.6	-3.6
13	CC(=O)c1ccc(OCc2cc(C(=O)N(C)C3CCOC3)no2)cc1 (stereo not drawn)	-1.4	-0.9	-0.9	-1.1	25.1	-13.9	13.9	2.0	-12.8	70.4
14	CC(CC(=O)N1CCN(c2ccc(C(F)(F)F)cn2)CC1)n1ccnc1 (stereo not drawn)	-6.8	-0.2	2.7	1.6	-0.7	-2.6	2.6	0.5	-8.6	-1.7
15	COC(=O)c1ccccc1NC(=O)c1cc2sccc2n1C	-2.5	0.3	1.2	-0.5	12.1	20.4	-20.4	.	8.0	2.5
16	COc1ccc2c(c1)c(C(=O)N/N=C/c1ccccc1Cl)c(C)n2C	1.9	-0.7	0.9	-1.0	-2.2	17.7	-17.7	-3.3	-2.9	.
17	COc1ccc(-c2cc(C(F)(F)F)n3nc(C(=O)N4CCCCC4)cc3n2)cc1	-1.3	1.9	-0.5	-1.4	0.2	69.6	-69.6	-5.1	-0.2	0.6
18	CCc1ccc(N2C(=O)CC(N3CCN(Cc4ccc5c(c4)OCO5)CC3)C2=O)cc1 (stereo not drawn)	-1.1	3.7	6.2	0.2	-2.3	-8.7	8.7	84.7*	5.2	-5.0
19	COc1ccc(-c2noc(CCC(=O)O)n2)cc1	0.1	0.8	2.8	-0.2	0.9	-48.4	48.4	-1.8	-4.9	4.2
20	O=C(NCc1cc([N+](=O)[O-])ccc1O)c1cc(-c2ccncc2)nc2ccccc12	-2.1	2.5	-0.6	0.1	0.8	2.8	-2.8	.	0.7	-1.8
21	CCC(C)Oc1nc2c(c(=O)n(C)c(=O)n2C)n1C (stereo not drawn)	2.5	0.7	1.4	-1.0	-2.4	17.6	-17.6	-1.3	2.9	2.0
22	CCC(C)C(N)C1=NC(C(=O)N[C@@H](CC(C)C)C(=O)N[C@H](CCC(=O)O)C(=O)N[C@H](C(=O)N[C@H]2CCCCNC(=O)[C@H](CC(N)=O)NC(=O)[C@@H](CC(=O)O)NC(=O)[C@H](Cc3cnc[nH]3)NC(=O)[C@@H](Cc3ccccc3)NC(=O)[C@H]([C@@H](C)CC)NC(=O)[C@@H](CCCN)NC2=O)[C@@H](C)CC)CS1 (stereo partly drawn)	-0.5	.	4.2	.	4.3	-0.8	0.8	-1.5	16.3	3.0
23	CCCCn1c(N)c(N(CC)C(=O)c2ccc(N3CCCC3=O)cc2)c(=O)[nH]c1=O	-1.3	0.2	4.3	0.8	-1.9	-1.7	1.7	-3.1	25.0	-1.4
24	CCN(CC)S(=O)(=O)c1ccc(NCCc2ccccn2)nc1	-2.4	1.9	1.0	1.1	1.5	4.4	-4.4	-0.3	-4.5	2.0
25	COCCCN1C(=O)c2[nH]nc(-c3cc(C)cc(C)c3O)c2C1c1ccc(O)c(OC)c1 (stereo not drawn)	-0.4	2.3	-0.2	-0.7	-5.9	9.7	-9.7	-6.6	-6.8	.
26	COc1ccc(-c2csc(NC(=O)C3CCCO3)n2)cc1 (stereo not drawn)	-3.2	0.6	0.6	0.2	.	34.9	-34.9	-3.4	3.3	55.5
27	CCOC(=O)[C@H]1[C@H]2COc3ccc(C)cc3[C@@H]2N2C(=O)c3cc(Br)ccc3NC(=O)[C@@]12C	-1.5	0.9	2.9	4.4	-6.1	-17.3	17.3	-1.9	4.9	-5.9
28	CC1CN(C(=O)c2cccc(S(=O)(=O)Nc3cc(Cl)ccc3Cl)c2)CC(C)O1 (stereo not drawn)	-1.1	2.2	0.5	1.6	-0.4	-25.0	25.0	79.3*	-3.7	14.2
29	Cn1nc(C(C)(C)C)cc1C(=O)NCc1ccc2c(c1)OCO2	-2.0	2.7	3.5	4.3	-6.1	8.8	-8.8	1.4	-0.1	-17.2
30	CC(C)(O)C(=O)NNC(=S)Nc1cccc(C(F)(F)F)c1	-0.4	-1.9	-0.5	1.5	-0.6	5.9	-5.9	.	-6.1	0.8
31	COc1ccc(CNC(=O)[C@H](CCSC)NC(=O)N2CCn3c2nc2ccccc23)cc1	-1.3	0.3	0.2	-2.0	-0.3	13.6	-13.6	0.9	4.0	-0.3
32	COc1cc(C(=O)N(Cc2cc3ccccc3[nH]c2=O)CC2CCCO2)cc(OC)c1OC (stereo not drawn)	-1.5	1.2	0.8	-1.1	.	-19.5	19.5	.	-3.7	-11.9
33	Nc1nc2n(n1)C(c1cccc(Br)c1)CC(c1ccc(F)cc1)N2 (stereo not drawn)	-0.2	8.1	1.2	-1.1	-4.7	16.4	-16.4	.	9.6	4.9
34	CC(C(=O)N1CCCC1)N1CCN(c2ccccc2O)CC1 (stereo not drawn)	1.6	0.0	2.5	-1.9	-1.4	-16.1	16.0	-0.7	-0.3	6.7
35	Cc1c(C(=O)O)sc2nc(CSc3ncc(C(F)(F)F)cc3Cl)[nH]c(=O)c12	-0.3	-1.3	4.5	-1.2	1.2	.	.	0.5	-6.8	1.1
36	O=C(CCn1c(=O)c2sccc2n(CC(=O)OCc2ccccc2)c1=O)NCc1ccccc1	-0.3	1.8	2.5	-1.3	-0.3	-6.4	6.4	-1.4	-1.1	.
37	Cc1ccc(Nc2nc3ccccc3c(=O)[nH]2)cc1C	-0.4	2.4	8.6	3.9	12.4	7.1	-7.1	.	-4.5	40.3
38	CCOC(=O)c1ccc(-n2ccnc2)c(NC(=O)c2cccc(Br)c2)c1	-1.7	1.1	1.4	0.3	1.0	8.2	-8.2	.	-3.2	-9.5
39	Nc1nc(NC(=O)Cc2ccccc2)nn1-c1ccccc1	.	1.0	0.0	-2.8	.	-10.8	10.8	0.3	-4.5	-1.6
40	Cc1ccc(NC(=S)Nc2cc(C)on2)cc1	.	-0.3	3.5	-0.9	48.9*	.	.	.	.	.
41	COCC1CCCCN1C(=O)c1ccc(OC)c(OC2CCN(C(C)C)CC2)c1 (stereo not drawn)	-2.4	0.8	1.1	-1.8	7.3	-16.5	16.5	1.3	-2.7	32.3
42	Cc1cc(OCc2cc(C(=O)N(C)C3CCOCC3)no2)cc(C)c1Cl	-2.6	-0.7	1.0	-1.0	30.0	6.6	-6.6	0.6	-3.4	62.6
43	CCC(=O)N1CCN(c2ccc(Cl)cc2NC(=O)Cc2ccccc2)CC1	-0.8	2.4	-1.1	0.1	.	.	.	7.7	-0.6	0.0
44	Fc1cccc(CCN2CCNC[C@@H]2c2ccccc2)c1	-0.3	1.1	0.8	0.9	0.6	-23.5	23.5	-2.1	-4.8	10.5
45	Cc1ccc(C)c(N2N=C(C(=O)Nc3ccccc3N3CCOCC3)CCC2=O)c1	-0.8	3.3	-0.8	0.2	-2.6	-4.8	4.8	.	7.1	-11.2
46	CCCCCOC(=O)C1=C(C)Nc2nnnn2C1c1ccc(OC)c(OC)c1OC (stereo not drawn)	0.0	0.4	0.9	-1.0	-4.3	-18.4	18.4	-4.6	8.2	-6.0
47	COc1ccc(C(=O)OCC(=O)NCc2ccc3c(c2)OCO3)cc1[N+](=O)[O-]	-0.9	2.1	3.3	-0.7	.	-30.7	30.7	12.5	3.5	-12.1
48	COc1ccc(C2=NOC(Cn3nc(-c4ccccc4C)cc3C(=O)O)C2)cc1 (stereo not drawn)	1.3	0.3	2.4	2.2	2.4	-33.5	33.5	-3.0	5.2	-3.8
49	COc1ccc(NC(=O)C2=CC(c3ccco3)=NS(=O)(=O)N2C)cc1	-0.4	7.8	3.5	2.1	1.8	20.4	-20.4	.	-0.5	0.3
50	COc1ccccc1CNC(=O)CN1CCC(NC(=O)c2ccccc2F)CC1	0.6	1.3	2.0	0.0	7.1	9.7	-9.7	-2.1	1.4	2.0
51	COc1ccc(S(=O)(=O)CC(=O)c2cc3cccc(C)c3oc2=O)cc1	-1.5	-2.7	.	-0.4	.	-14.5	14.5	1.5	-9.2	2.8
52	O=C(CSc1nc(C(F)(F)F)cc(=O)[nH]1)N1CCCCCC1	-2.3	4.2	1.3	0.1	-0.8	4.9	-4.9	-5.5	4.5	3.2
53	O=C1CCC([N+](=O)[O-])C(c2ccc(Cl)cc2Cl)N1 (stereo not drawn)	0.1	2.7	-0.6	-2.7	.	-43.0	43.0	-3.2	7.3	-12.0

# Limited to CAL PDZ FP-2, AddAB inh and SR-BI HDL uptake, for some of the entries so far:
nr	mol	CAL PDZ FP-2	AddAB inh	SR-BI HDL uptake
32	COc1cc(C(=O)N(Cc2cc3ccccc3[nH]c2=O)CC2CCCO2)cc(OC)c1OC (stereo not drawn)	.	1.2	-19.5
50	COc1ccccc1CNC(=O)CN1CCC(NC(=O)c2ccccc2F)CC1	-2.1	1.3	9.7
21	CCC(C)Oc1nc2c(c(=O)n(C)c(=O)n2C)n1C (stereo not drawn)	-1.3	0.7	17.6
